Assay outcomes: PubChem BioAssay, several laboratories
NS5 inhibitors: Dengue-2 NS5 methyltransferase inhibitors, primary screen, biochemical, confirmation dose response (AID 588689); inhibition, % at 25 µM; hits with a dose series show IC50 in µM; Genome polyprotein (Dengue virus type 2 (strain 16681-PDK53)); hit rate 0.3% among 340,000; Dengue-2 NS5 methyltransferase capping enzyme assay, biochemical; higher % means a stronger effect; in the data active = a potency from the dose series; inconclusive = inhibition above about 29% without an active follow-up result
RSV CPE inhibition: RSV antiviral activity via CPE protection, HEp-2 cells, primary 10 µM value included (AID 2391); hit rate 0.13% among 310,000; HEp-2 cells, RSV-induced CPE inhibition; higher % means a stronger effect; one-dose CPE inhibition, % at 10 µM; IC50 in µM for titrated hits; in the data active = a potency from the dose series; inconclusive = CPE inhibition mostly from about 23% at the one dose, without a potency; inactive = the rest, 99 in 100 with CPE inhibition below about 21%; note: strong numbers were not always called active
UTI89 phage lysis: inhibition of K1F phage lysis, E. coli UTI89, bacterial capsule biogenesis inhibitors, alamar blue (AID 488966). hit rate 0.02% among 340,000. one-dose inhibition, % at 100 µM; IC50 in µM for titrated hits. E. coli UTI89 K1F phage lysis, alamar blue, 2 h; higher % means a stronger effect;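 active = phage lysis inhibition, versus mean bacterial control, above a set limit; inconclusive = no clear call, values can overlap the other calls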;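 note: capsule biogenesis inhibitors block K1F phage lysis so surviving cells raise fluorescence; higher fluorescence means more inhibition of phage lysis; actives were called in the ten point dose series up to 300 µM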
Salmonella PhoP GFP: inhibitors of PhoP regulon expression, primary screen, Salmonella Typhimurium, GFP reporter (AID 1863) | S. Typhimurium PhoP-regulated promoter GFP reporter, 4 h; higher % means a stronger effect | inhibition, % at 50 µM; hits with a dose series show IC50 in µM | hit rate 0.16% among 300,000;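 active = inhibition over 29.93%, a cutoff 3 SD above the screen mean, later confirmed by dose response; inconclusive = inhibition over 29.93% but no dose response follow-up; inactive = inhibition at most 29.93% or unconfirmed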;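 note: 0% = low Mg2+ inducing control and 100% = high Mg2+ repressing control; strong numbers were not always called active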
Large T inhibition: SV40 large T antigen inhibitors, biochemical (AID 1903); hit rate 0.39% among 310,000; SV40 large T antigen ATPase/helicase inhibition assay; higher % means a stronger effect; one-dose inhibition, % at 20 µM; IC50 in µM for titrated hits; in the data active = a potency from the dose series; inconclusive = inhibition mostly from about 32% at the one dose, without a potency; inactive = the rest, 99 in 100 with inhibition below about 32%; note: strong numbers were not always called active
T cell modulator: modulators of CD8 T cell-vesicle binding, primary screen, mouse 2C CD8+ T cells, flow cytometry; 2C CD8+ T cell-vesicle binding; active compounds read low; calls only at 7 µM; hit rate 0.068% among 330,000;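 active = response, share of CD8 T cells binding vesicles, and their 90th percentile fluorescence all below set limits, cut at about 80% in these data, passing the limit was not always enough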
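Incubation: binding step 1.5 h, 37 °C, antibody labelling 20 min, ice; system: murine 2C transgenic CD8+ T lymphocytes; technique: cytometric PE anti-B7-1 and Alexa647 anti-CD8 signals after 1% paraformaldehyde fixation; also added: QL9-charged Drosophila Ld/ICAM-1/B7-1 vesicles; control set: naked versus QL9-loaded vesicles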
Rac1 GTP hydrolysis: MgcRacGAP GTPase-activating activity inhibitors, confirmation, biochemical, ADP Hunter fluorescence; Rac GTPase-activating protein 1 (Homo sapiens); MgcRacGAP-stimulated Rac1 GTP hydrolysis, ADP Hunter fluorescence; higher % means a stronger effect; GST-tagged Rac1 F28L mutant substrate; one-dose inhibition, % at 30 µM; IC50 in µM for titrated hits; hit rate 0.6% among 340,000; AID 624330, 2012;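 active = first-screen hits whose inhibition reached a set limit at any dose in the follow-up dose series; inconclusive = inhibition above the set first-screen limit but never retested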;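 note: fluorescence reports GDP produced by GAP-driven GTP hydrolysis; strong numbers were not always called active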
West Nile virus CPE: West Nile virus antiviral activity, cell-based, CPE readout (AID 1621) | West Nile virus-infected cells, CPE inhibition; higher % means a stronger effect | CPE inhibition, % at 10 µM; hits with a dose series show IC50 in µM | hit rate 0.02% among 290,000; in the data active = a potency from the dose series; inconclusive = CPE inhibition mostly from about 3.7% at the one dose, without a potency; inactive = the rest, 99 in 100 with CPE inhibition below about 2.2%; note: strong numbers were not always called active
NTR1 ag: agonists of NTR1, primary screen, imaging, U2OS cells, beta-arrestin-GFP, high content (AID 493036); Neurotensin receptor type 1 (Homo sapiens), P30989; NTR1-U2OS beta-arrestin-GFP spot imaging, agonist mode; activation, % at 20 µM; hit rate 0.17% among 330,000;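 active = activation at or above 40% of the spot to cytoplasm intensity ratio, with at least 20 cells analyzed; inconclusive = wells under 20 cells, flagged as cytotoxic or low count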;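 note: 0% = DMSO without peptide and 100% = 100 nM NTR1 peptide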
Target sequence (P30989 whole entry, looked up): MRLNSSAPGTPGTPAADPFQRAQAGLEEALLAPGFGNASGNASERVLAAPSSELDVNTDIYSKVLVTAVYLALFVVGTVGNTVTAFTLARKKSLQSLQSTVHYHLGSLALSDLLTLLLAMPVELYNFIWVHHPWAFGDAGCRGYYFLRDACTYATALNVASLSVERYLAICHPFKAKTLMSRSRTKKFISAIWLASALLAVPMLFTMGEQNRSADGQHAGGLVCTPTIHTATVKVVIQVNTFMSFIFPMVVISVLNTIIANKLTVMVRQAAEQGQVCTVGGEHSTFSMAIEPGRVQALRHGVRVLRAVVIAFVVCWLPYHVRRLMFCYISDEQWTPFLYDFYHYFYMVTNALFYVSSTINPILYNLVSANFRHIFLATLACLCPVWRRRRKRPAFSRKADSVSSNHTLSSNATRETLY
T cell modulator vesicle-bound %: further read-out of T cell modulator, marked with its call; double positive events, %; measured here: CD8+ vesicle-bound cell fraction;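 binding gate set so that unloaded-vesicle control wells show 10% double positive cells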
NTR1 ag cell count 20 µM: second read-out of NTR1 ag, no call of its own (marks repeat the call); cell count; measured here: cell count, cytotoxicity flag
NS5 inhibitors pilot replicate: further read-out of NS5 inhibitors, marked with its call; inhibition, %; measured here: pilot screen replicate inhibition
Numbers without * were called inactive; i = inactive; ? = inconclusive; . = not tested or not shown; [ ] = dose if it differs, or a comment.

SMILES | NS5 inhibitors | RSV CPE inhibition | UTI89 phage lysis | Salmonella PhoP GFP | Large T inhibition | T cell modulator | T cell modulator vesicle-bound % | Rac1 GTP hydrolysis | West Nile virus CPE | NTR1 ag | NTR1 ag cell count 20 µM | others
COc1ccc(CNc2ccc(-c3ccc(OC)cc3)nn2)cc1 | -2% | 2.5% | 3.5% | -9% | 3% | i | 48 | 5% | -0.4% | 0.5 | 71
COc1cc(CN2CCN(CCc3ccccc3)C(CCO)C2)cc(OC)c1 (centres undefined) | -2% | -3.2% | 0.5% | 5% | 3% | i | 50 | 15% | -0.8% | 2.2 | 54
COc1cccc(CNC(=O)CCNS(=O)(=O)c2cccs2)c1 | -4% | 0.2% | 0.7% | 4% | 5% | i | 14 | 4% | -0.6% | 0.1 | 81
CCCN1CCC(=O)N(CCSc2ccc(C)cc2)CC1 | 2% | . | 0.0% | 6% | . | . | . | 2% | -0.3% | -0.6 | 87
COc1ccc(NC(=O)CN(C)C(=O)CCc2c[nH]c3ccccc23)cc1 | -2% | 3.0% | 0.0% | -1% | 4% | i | 21 | 3% | -0.6% | 0.7 | 41
Cc1cccc(OCC(=O)Nc2ccc(NC(=O)c3ccco3)c(C)c2)c1 | -10% | 0.1% | -0.1% | 5% | -2% | i | 36 | 6% | 0.1% | 0.1 | 54
COc1ccc(CCCNC(=O)C2CCC(=O)N(Cc3ccc(Cl)cc3)C2)cc1 (centres undefined) | -2% | . | -0.1% | . | . | . | . | 6% | -1.3% | 0.3 | 45
COc1ccccc1Oc1nc(C)c(C(C)=O)cc1C#N | -6% | ? | -0.5% | 7% | -4% | i | 48 | 2% | . | 1.2 | 34
CCCCOc1ccc(-c2c(C#N)c(N)[nH]c(=S)c2C#N)cc1 | . | . | . | -5% | 27% | i | 8 | . | -0.1% | 3.2 | 34
CC(C)(C)OC(=O)N/N=C\c1ccc[nH]1 | -14% | 1.0% | 1.6% | 4% | -9% | i | 20 | -3% | 0.9% | 2.5 | 46
CN(C)S(=O)(=O)Oc1cccc(C(=O)Nc2ccc(Cl)c(Cl)c2)c1 | 5% | 21% | 0.3% | -2% | 0% | i | 28 | 3% | -0.2% | 24 | 81
Cc1nn(-c2ccccc2)c(N)c1N=O | . | 2.6% | . | -7% | 7% | i | 34 | . | 0.4% | 0.0 | 52
O=C(O)CSc1nc2ccccc2n1Cc1ccccc1 | -7% | 2.8% | 0.1% | 2% | 6% | i | 68 | 7% | -0.3% | 0.9 | 56
CC(=O)N1c2ccc(S(=O)(=O)NCCC(=O)Nc3ccc(C)c(F)c3)cc2CC1C (centres undefined) | -7% | 0.7% | -4.0% | -7% | 8% | i | 12 | 4% | -0.2% | 3.5 | 66
COc1ccc(N2CSC3=C(C#N)C(c4ccc(OC)c(OC)c4)CC(=O)N3C2)c(OC)c1 (centres undefined) | 22% | 1.8% | -0.2% | 12% | 53µM* | i | 24 | 22% | 0.6% | 5.5 | 61
Cn1c(=O)n(C)c2cc(S(=O)(=O)Nc3ccccc3O)ccc21 | -8% | 1.8% | -0.1% | -6% | 8% | i | 15 | 10% | -0.5% | 1.3 | 51
COc1ccc(NC(=O)C/C(C)=N/NC(=O)CCc2ccccc2)c(OC)c1 | -2% | 1.1% | 1.7% | -4% | 7% | i | 26 | 5% | 1.2% | -0.4 | 48
CCC(C)(NC(=O)c1cccc(N2C(=O)CSC2c2ccccc2)c1)C(=O)Nc1ccccc1C (centres undefined) | -5% | 1.7% | 0.3% | 3% | 6% | i | 60 | 7% | -0.3% | 0.6 | 84
CC(Oc1ccc(Br)cc1)C(=O)O/N=C(\N)c1ccncc1 (centres undefined) | -2% | 12% | 1.1%[50 µM] | 12% | 2% | i | 9 | -3% | -1.1% | 1.7 | 65
CC(=O)c1cccc(OCC(=O)N(Cc2ccco2)c2c(N)n(Cc3ccccc3)c(=O)[nH]c2=O)c1 | -7% | 1.3% | 1.6%[50 µM] | . | . | i | 42 | -5% | . | -0.2 | 55
CCOc1cc(/C=N/NC(=O)Cn2nc([N+](=O)[O-])cc2C)ccc1OCc1ccc(F)cc1 | -6% | 0.6% | 4.3% | 22% | 8% | i | 63 | 4% | 0.3% | 3.1 | 55
COc1ccc(N2CCN(C(=S)NC(C)c3ccccc3)CC2)cc1 (centres undefined) | 13% | -1.7% | 0.4% | -7% | 27% | i | 34 | 19% | -1.3% | 4.5 | 47
CCn1c(SCC(=O)Nc2cc(F)ccc2C)nnc1-c1ccccc1O | -11% | 4.5% | 0.0% | 3% | 7% | i | 10 | 11% | 0.3% | -0.3 | 54
CCn1c(-c2ccncc2)n[nH]c1=S | -1% | 4.2% | 0.0% | -11% | 7% | i | 24 | 15% | 1.8% | 1.6 | 100
O=C(COC(=O)COc1ccc(Cl)cc1)NCCNC(=O)COC(=O)COc1ccc(Cl)cc1 | 1% | -0.6% | 0.9%[50 µM] | -7% | 10% | i | 31 | 7% | . | -0.5 | 65
Continued:
SMILES | NS5 inhibitors | RSV CPE inhibition | UTI89 phage lysis | Salmonella PhoP GFP | Large T inhibition | T cell modulator | T cell modulator vesicle-bound % | Rac1 GTP hydrolysis | West Nile virus CPE | NTR1 ag | NTR1 ag cell count 20 µM | others
CC(=O)/C=C/c1ccccc1O | -4% | -1.3% | 0.2% | 26% | 2% | i | 35 | 11% | 0.0% | 2.4 | 92
NC(=O)c1ccc2c(=O)c(O)c(-c3cc(Cl)c(N)c(Cl)c3)[nH]c2c1 | 6% | 1.8% | 0.1% | 15% | -2% | i | 8 | 6% | 0.0% | 2.9 | 84
CCc1cccc(NC(=O)CSc2nc3c(c(=O)[nH]2)CCCC3)c1 | . | 4.1% | . | 8% | 6% | i | 14 | . | -0.5% | 2.0 | 91
Cc1ccc(CCC(=O)Nc2ccc([N+](=O)[O-])cc2)o1 | 5% | 2.7% | 0.1% | 5% | 5% | i | 58 | -2% | -1.8% | -1.3 | 60
CC(C)OCCCNC(=O)c1ccc(CN2CCc3ccccc3C2)cc1 | -4% | 3.4% | 0.3% | -4% | 8% | i | 60 | 7% | -1.1% | 0.0 | 50
CCNC(=O)N(CC)C[C@H]1N[C@@](C)(C(=O)OC)[C@H]2C(=O)N(C)C(=O)[C@@H]12 | 0% | . | 0.4% | . | . | i | 8 | 0% | . | -2.3 | 29 | NS5 inhibitors pilot replicate=-0.6
O=C(COC(=O)CCC1CCCC1)Nc1ccccc1OC(F)F | -4% | 0.8% | 0.0% | -5% | 12% | i | 50 | -5% | -0.1% | 1.1 | 46
CN(C)S(=O)(=O)c1ccc2c(c1)C(CC(=O)O)NC2=O (centres undefined) | 2% | 0.4% | 0.2% | 4% | -2% | i | 3 | 6% | 0.4% | -2.4 | 70
Cc1cc(C)cc(-n2c(SCC(=O)NCc3ccco3)nc3ccccc3c2=O)c1 | -2% | -1.1% | 1.8% | -1% | 20% | i | 60 | 8% | 0.8% | 4.6 | 53
COC(=O)c1cc(C(=O)N2CCN(c3cccc(Cl)c3)CC2)cc([N+](=O)[O-])c1 | 7% | 3.1% | 0.9% | 1% | 3% | i | 45 | -1% | -0.1% | 4.3 | 37
COC(=O)Cc1[nH]c(=S)[nH]c1C(=O)OC | 16% | -1.4% | 0.5%[50 µM] | -5% | 22% | i | 29 | -4% | -0.1% | -1.5 | 52
CN(C(=O)c1cccc(NC(=O)Cc2cccc([N+](=O)[O-])c2)c1)C1CCC1 | -6% | . | -0.3% | . | . | i | 27 | 8% | . | -2.5 | 57
CCN1CCCC1CNC(=O)C(=O)NC(C)c1ccccc1 (centres undefined) | 5% | -1.1% | 0.3% | -4% | 5% | i | 58 | 3% | -0.1% | 0.7 | 65
CCOC(=O)c1ccc(NC(=S)NCCc2ccccc2F)cc1 | -8% | 0.6% | 0.0% | -2% | 7% | i | 51 | 14% | 0.4% | 4.1 | 59
CN(c1ccc(C(=O)N2CCc3ccccc3C2)cc1)S(C)(=O)=O | . | 2.8% | 0.5% | 3% | 18% | i | 36 | -1% | 0.1% | -0.2 | 58
O=C(c1ccc(F)cc1)C1CCN(C(=S)Nc2ccc(F)cc2)CC1 | -4% | 0.3% | 0.4% | 2% | -1% | i | 57 | 4% | -0.7% | -0.1 | 55
Cn1nnc(NC(=O)c2cccc(F)c2)n1 | -6% | 1.0% | -0.2% | 10% | 13% | i | 38 | 1% | -0.5% | -0.2 | 76
COc1ccc(NC(=O)c2ccc3c(=O)n(CC4CCCO4)c(=S)[nH]c3c2)c(OC)c1 (centres undefined) | -2% | 17% | 0.4% | 4% | 1% | i | 32 | -2% | -0.4% | 1.3 | 47
CCOP(=O)(OCC)c1nc(-c2cccc3ccccc23)oc1NCc1ccccc1 | -1% | 1.7% | i | 7% | -2% | i | 52 | 7% | -0.1% | 15 | 62
CCc1c(C)nc2cc(C)[nH]n2c1=O | 1% | 1.6% | -0.2% | -1% | 2% | i | 16 | 14% | -0.1% | -0.6 | 33
Cc1ccc(S(=O)(=O)c2nc(S(C)(=O)=O)sc2N2CCCCCC2)cc1 | 24% | 2.9% | 0.0% | 3% | -1% | i | 31 | -2% | -0.6% | 0.7 | 57
COc1cccc(NC(=O)c2cccc(Cl)c2)c1 | -2% | 2.5% | 1.0% | -7% | 21% | i | 11 | 11% | . | -7.3 | 53
O=C(O)C/C=C(/NC(=O)OCc1ccccc1)C(=O)OCc1ccccc1 | -8% | 1.0% | 0.8% | 5% | 6% | i | 11 | 5% | 0.3% | 4.0 | 35

Fetched by structure from the list above:
SMILES | NS5 inhibitors | RSV CPE inhibition | UTI89 phage lysis | Salmonella PhoP GFP | Large T inhibition | T cell modulator | T cell modulator vesicle-bound % | Rac1 GTP hydrolysis | West Nile virus CPE | NTR1 ag | NTR1 ag cell count 20 µM | others
COC(=O)Cc1[nH]c(=S)[nH]c1C(=O)OC | 16% | -1.4% | 0.5%[50 µM] | -5% | 22% | i | 29 | -4% | -0.1% | -1.5 | 52
COc1cccc(NC(=O)c2cccc(Cl)c2)c1 | -2% | 2.5% | 1.0% | -7% | 21% | i | 11 | 11% | . | -7.3 | 53
